High-throughput results from PubChem.
MMP13 fTHP cleavage: human MMP13 inhibition, fluorescence-interfering compounds – biochemical, possible fluorescent artifacts, delta fluorescence, confirmation (AID 734); MMP13 fTHP FRET cleavage, delta fluorescence 4 h; stronger effect = higher value; inhibition, %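 (each compound tested at 4 µM nominal in triplicate)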; 5,100 tested, under 10 active;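 active = inhibition above the mean inhibition over all tested compounds plus 3 SD, cut at about 75% in these data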;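 note: 0% = DMSO only wells and 100% = 8 µM reference MMP13 inhibitor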
* hit, by the source's call. Not all compounds are listed; the hit share may differ from the screen's.

SMILES	MMP13 fTHP cleavage
CC(C)(C)c1cc(-c2ccco2)c(C#N)c(SCC#N)n1	4
CN(C)c1ccc(-c2nn3c(-c4ccc(Cl)cc4)nnc3s2)cc1	5
CCOC(=O)c1cnc2sccn2c1=O	4
Cc1[nH]nc2c1-c1nc3ccccc3nc1C(C)(C)C2	-3
CCOc1cc(-c2cc(N)n[nH]2)cc(OCC)c1OCC	4
Cc1ccc(C)c(-c2nc3cc(N)ccc3o2)c1	1
Cc1cc(-n2c(=O)c(C#N)cc3c(=O)n4ccccc4nc32)no1	-79
COC(=O)c1cc2c(ccn2-c2ccc(F)cc2)n1CC(=O)N1CCN(C(=O)c2ccco2)CC1	-1
CC(=O)OC1=C(C#N)Cn2ccc3cccc1c32	9
CC(C)C1N=C2c3ccccc3N=C(SCC#N)N2C1=O (stereo unspecified)	3
Cc1ccc(-c2nc(C#N)c(N3CCCCC3)o2)cc1	-14
CCOC(=O)c1[nH]c2ccc(OCC)cc2c1NC(=O)CN1CCCC(C)C1 (stereo unspecified)	24

The closing six records of the part above come first, to join the parts.
SMILES	MMP13 fTHP cleavage
Cc1cc(-n2c(=O)c(C#N)cc3c(=O)n4ccccc4nc32)no1	-79
COC(=O)c1cc2c(ccn2-c2ccc(F)cc2)n1CC(=O)N1CCN(C(=O)c2ccco2)CC1	-1
CC(=O)OC1=C(C#N)Cn2ccc3cccc1c32	9
CC(C)C1N=C2c3ccccc3N=C(SCC#N)N2C1=O (stereo unspecified)	3
Cc1ccc(-c2nc(C#N)c(N3CCCCC3)o2)cc1	-14
CCOC(=O)c1[nH]c2ccc(OCC)cc2c1NC(=O)CN1CCCC(C)C1 (stereo unspecified)	24
CCOC(=O)c1[nH]c2ccc(OC)cc2c1NC(=O)C(C)N1CCC2(CC1)OCCO2 (stereo unspecified)	-7
O=C(NCc1ccco1)Nc1ccc2nsnc2c1	5
CC(C)C(=O)Nc1ccc(-c2nc3cccnc3o2)cc1	-45
O=C(CSc1nc2ccccc2n1-c1ccccc1)NCC1CCCO1 (stereo unspecified)	3
CCOC(=O)C(C)Sc1nc(-c2ccco2)cc(C(F)(F)F)c1C#N (stereo unspecified)	10
Cc1cc(=O)oc2cc(OCC(=O)N3CCc4ccccc4C3)ccc12	3
COC(=O)c1c(S(N)(=O)=O)c2ccccc2n1C	4
Cc1cc(C)c2nc(-c3ccccn3)cc(C(=O)Nc3cc(C)on3)c2c1	-10
O=C1NC(=O)c2c(NC(=O)C3CCCO3)cccc21 (stereo unspecified)	11
CCOC(=O)c1nc(-c2ccccc2)oc1N(C)C	-5
CC(=O)Nc1ccc(-c2cc3ccccc3o2)cc1	4
O=C(Nc1ccc2oc(=O)ccc2c1)c1ccco1	-1

In the list so far, 3 have an aryl thioether with sulfur outside any ring.
SMILES	MMP13 fTHP cleavage
CC(C)(C)c1cc(-c2ccco2)c(C#N)c(SCC#N)n1	4
O=C(CSc1nc2ccccc2n1-c1ccccc1)NCC1CCCO1 (stereo unspecified)	3
CCOC(=O)C(C)Sc1nc(-c2ccco2)cc(C(F)(F)F)c1C#N (stereo unspecified)	10

Continued.
SMILES	MMP13 fTHP cleavage
CC(C)(C)CC(=O)Nc1nnc(-c2cccs2)s1	3
O=C(Oc1cccnc1)c1ccco1	4
CCN1CCN(Cc2c(O)ccc3c(=O)c(-c4ccc(OC)c(OC)c4)c(C)oc23)CC1	12
COc1cc2nc3c4ccccc4n(CC#N)c3nc2cc1OC	-1
CCn1cc(C(=O)NCC2CCCO2)c(=O)c2cc(F)c(N3CCN(C)CC3)cc21 (stereo unspecified)	-12
CC(C)NC(=O)CCCc1cn(C)c2ccccc12	3
CCN(CC)c1ccc2c(C)c(CN3CCOCC3)c(=O)oc2c1	0
CCC1CCCCN1CCCNC(=O)c1cn(CC(C)C)c(=O)c2cc(OC)c(OC)cc12 (stereo unspecified)	-2
CCOc1ccc(C(=O)CN2CCN(S(=O)(=O)c3ccc(F)cc3)CC2)cc1	2
CCOC(=O)c1[nH]c2ccc(OC)cc2c1NC(=O)N1CCOCC1	4
CCC1(C)Nc2ccccc2C(=O)N1O (stereo unspecified)	0
N#Cc1c(N)n(C2CCCCC2)c2nc3ccccc3nc12	-20
Brc1c(CSc2nc3ccccc3o2)nc2ncccn12	3
COc1cc2c(C)nc(C)c(C#N)c2cc1OC	6
CCCc1cc(=O)oc2cc(OCC(=O)Nc3cc(C)on3)ccc12	7
Cc1ccc2oc(-c3ccc(NC(=O)c4ccc5c(c4)OCO5)cc3)nc2c1	-5
COc1ccc(-c2nc(C#N)c(NCCc3ccccc3)o2)cc1	-1
N#Cc1nc(-c2ccc(OCc3ccc(Cl)cc3)cc2)oc1N1CCC(C(N)=O)CC1	-12
CCOc1ccc(-c2nc(C#N)c(N3CCCCCC3)o2)cc1	6
COCCn1nnnc1CN(Cc1cc2cc(OC)c(OC)cc2[nH]c1=O)C1CCCC1	1
Cc1c(O)ccc2c3c(c(=O)oc12)CCC(C)C3 (stereo unspecified)	1
CCN(CC)C(=O)c1sc2nc(-c3ccncc3)[nH]c(=O)c2c1C	6
CC(=O)Nc1nc2n(n1)C(c1ccc(F)cc1)C=C(c1ccccc1)N2 (stereo unspecified)	2
Cn1c2ccccc2c2c(C(=O)NCC3CCCO3)cn(C3CCCC3)c(=O)c21 (stereo unspecified)	6

Reprinted from the part before: two compounds, then new ones.
SMILES	MMP13 fTHP cleavage
CC(=O)Nc1nc2n(n1)C(c1ccc(F)cc1)C=C(c1ccccc1)N2 (stereo unspecified)	2
Cn1c2ccccc2c2c(C(=O)NCC3CCCO3)cn(C3CCCC3)c(=O)c21 (stereo unspecified)	6
COc1ccc(C(C(C(=O)c2ccco2)N2CCOCC2)N2CCOCC2)cc1 (stereo unspecified)	-2
CCOC(=O)N1CCC(NC(=O)c2cc3c(-c4ccccc4F)nn(C)c3s2)CC1	6
CCCCOCCCn1c(-c2ccco2)nc2nc3ccccc3nc21	10
CN(C)C(=O)CSc1nnc(-c2cc(-c3cccs3)nc3ccccc23)o1	8
O=C(CN1CCN(C(=O)c2cccc(F)c2)CC1)NC1CCCCC1	6
CCCn1c(=N)c(C(=O)NCc2ccc3c(c2)OCO3)cc2c(=O)n3cccc(C)c3nc21	4
Cc1ccc(-c2nc3cc(N)ccc3o2)c(C)c1	0
CCOc1ccccc1C(=O)N(C)Cc1cc2cc(OC)ccc2[nH]c1=O	6
Cc1oc2c(CN3CCCC3)c(O)ccc2c(=O)c1-c1ccc(Br)cc1	11
Cc1ccc(-n2ncc3c(NCc4ccccc4)ncnc32)cc1	8
CC(C)OC(=O)c1cccnc1SCc1cc(=O)n2ccccc2n1	2
CC(=O)Nc1nc2n(n1)C(c1ccccc1)C=C(c1ccccc1)N2 (stereo unspecified)	0
O=c1[nH]c2ccc(S(=O)(=O)N3CCN(C4CCCCC4)CC3)cc2[nH]c1=O	0
c1ccc(Cc2nnc3sc(-c4cccs4)nn23)cc1	9
COc1cc(C(=O)Nc2ccc(-n3cnnn3)c(C)c2)cc(OC)c1OC	7
Cc1ccnc2ccc(-c3nc4ccccc4o3)cc12	11
Cc1cc(-n2c(=O)c(C#N)cc3c(=O)n4cccc(C)c4nc32)no1	-103
COc1cc2cc(CN(C(=O)Nc3ccccc3)C3CCCC3)c(=O)[nH]c2cc1OC	-3
Cc1cc(=O)oc2cc(OCC(=O)OCC(=O)NCc3ccc4c(c3)OCO4)ccc12	-11
CCc1cc2c(=O)c(Oc3ccccc3)c(C)oc2cc1O	37
CC1=C(C(=O)Nc2cccc(C)n2)C(c2ccc3c(c2)OCO3)C2=C(CC(c3ccco3)CC2=O)N1 (stereo unspecified)	3
CCOc1ccc(NS(=O)(=O)c2ccc3[nH]cc(C(=O)NCC4CCCO4)c(=O)c3c2)cc1 (stereo unspecified)	7
COc1ccc(CN(Cc2cccnc2)S(=O)(=O)c2ccc(-n3cnnn3)c(C)c2)cc1OC	2
CCn1c(-c2ccc(N(C)C)cc2)nc2ccccc21	-17
CC(=O)c1c(C)nc2nonc2c1N	6
COCCCn1c2nc3ccccc3nc2c2c(=O)n(-c3ccccc3OC)cnc21	8
FC(F)(F)c1cc(-c2ccco2)nc(-n2nc(C(F)(F)F)cc2C2CC2)n1	-3
Cc1occc1-c1nnc(SCC(=O)N2CCc3ccccc32)o1	6
CC(=O)N1CSCC1C(=O)N1CCN(c2ccc(N3CCOCC3)nn2)CC1 (stereo unspecified)	2
CCOc1ccc(-n2c(Cc3cc(=O)[nH]c(=O)[nH]3)nnc2SCc2cccnc2)cc1	1
O=C1CCCC2=C1C(c1cccs1)n1nc(SCc3ccccc3F)nc1N2 (stereo unspecified)	1
CCOc1ccccc1N(CC(=O)N1CCOCC1)S(=O)(=O)c1ccc(SC)cc1	3
COc1ccccc1-c1c(C)oc2c(CN3CCN(CCO)CC3)c(O)ccc2c1=O	7
C=CCn1c(SCCC(=O)O)nnc1-c1cccs1	4
COc1cccc2c(=O)n(CC(=O)NC3CCCCC3)ccc12	7
CCCSc1nnc(NC(=O)c2sc3nc(-c4cccs4)ccc3c2N)s1	8
COC(=O)c1c(C#N)c(N)nc2c1CCCC2	6
CCOC(=O)CCSc1nc(C)c2ccccc2n1	8
C#CCOc1ccc2c(C)cc(=O)oc2c1	7
C(=N\C(/N=C/c1ccco1)c1ccco1)/c1ccco1	1
FC(F)(F)c1cc(-c2ccc3c(c2)OCO3)nc(NCc2ccco2)n1	5
CCc1cc2c(C)cc(=O)oc2cc1OC(=O)C1CCCN1C(=O)OC(C)(C)C (stereo unspecified)	-1
Cc1ccc(-c2nc3ncccn3c2NC(=O)C2CC2)cc1	5
COc1ccc(-c2nnc(-c3ccc(Br)o3)o2)cc1OC	-2
COc1cc2[nH]c3c(N4CCN(c5ccccn5)CC4)ncnc3c2cc1OC	8
Cc1ccc2nc(-c3ccccn3)cc(C(=O)NC3CCN(C)CC3)c2c1	-1
CC1(O)c2ccccc2C(=O)N1Cc1ccccc1 (stereo unspecified)	1
NC(=O)CSc1nnc(-c2ccc(S(=O)(=O)N3CCOCC3)cc2)n1CC1CCCO1 (stereo unspecified)	6
Nc1c2c(nc3ccccc13)N(c1ccccc1)CC2	-21
CC1(C)CC(=O)c2cc(OCC(=O)O)ccc2O1	-3
C=CCn1cnc2c(c1=O)c1nc3ccccc3nc1n2-c1ccc(C)cc1	5
CC(C)(C)c1ccc(-c2nc(C#N)c(NCc3ccncc3)o2)cc1	7
COc1ccc2nc(C)c3c(c2c1)OC(C)C3 (stereo unspecified)	1
CN1CCN(c2nc(N3CCN(CCO)CC3)nc3ccccc23)CC1	-11
COc1ccc(-c2cn3c(C)c(C(=O)Nc4ccncc4)sc3n2)cc1	4
O=C(CCSCc1ccccc1F)N1CCN(c2ccccn2)CC1	6
CC1CCCN(C(=O)COC(=O)c2n[nH]c3ccccc23)C1 (stereo unspecified)	-1
C=CCNC(=O)c1ccccc1NS(=O)(=O)c1ccc(SC)cc1	-2
COc1ccc(-n2ncc3c(N4CCCCC4)ncnc32)cc1	1
Cc1cc(C)c(-c2cc(C(=O)Nc3c(C)n(C)n(-c4ccccc4)c3=O)[nH]n2)c(O)c1	1
Continued:
SMILES	MMP13 fTHP cleavage
CCCCCOC(=O)Cc1c(O)c2ccccc2n(C)c1=O	8
Oc1cnc2ccccc2c1CN1CCOCC1	3
c1ccc2c(c1)CCN(c1ncnc3c1[nH]c1ccccc13)C2	3
Cc1ccc(C2Nc3ccccc3-c3nc4ccccc4n32)o1 (stereo unspecified)	-9
C=CCn1c(=S)[nH]c2nc3c(cc2c1=O)CCCC3	2
CC1=C(C(=O)OCCOC(C)C)C(c2cccnc2)C2=C(CCCC2=O)N1 (stereo unspecified)	11
CCOC(=O)CCc1c(C)c2ccc(O)cc2oc1=O	-17
COC(=O)C(NC(C)=O)(Nc1ccccn1)C(F)(F)F (stereo unspecified)	1
Cc1cc(C)n2cc(CSc3ncccc3C(=O)O)nc2n1	4
CC(=O)Nc1nonc1-c1nc2ccccc2n1CC1CC1	0
CCOC(=O)C1CCN(C(=O)Nc2ccc3nc(C)c(C)nc3c2)CC1	-2
CCOC(=O)c1sc(-c2ccccc2)cc1N	2

4 compounds out of the list, ordered by length of the SMILES, lowest first.
SMILES	MMP13 fTHP cleavage
Cc1[nH]nc2c1-c1nc3ccccc3nc1C(C)(C)C2	-3
CC(C)(C)c1cc(-c2ccco2)c(C#N)c(SCC#N)n1	4
COCCCn1c2nc3ccccc3nc2c2c(=O)n(-c3ccccc3OC)cnc21	8
N#Cc1nc(-c2ccc(OCc3ccc(Cl)cc3)cc2)oc1N1CCC(C(N)=O)CC1	-12

Next section.
SMILES	MMP13 fTHP cleavage
CC(C)c1cc(N2CCN(C(=O)c3ccco3)CC2)n2c(nc3ccccc32)c1C#N	4
c1ccc2c(c1)[nH]c1c(N3CCC4(CC3)OCCO4)ncnc12	1
O=C(Nc1cccc2ccccc12)N1CCN(Cc2ccccc2)CC1	2
O=C(COc1ccccc1)Nc1nnc(-c2ccc(Cl)s2)o1	8
O=C1CCCN1CCCNc1ncnc2c1[nH]c1ccccc12	-2
COc1cc(-c2nnc(-c3ccco3)o2)ccc1OCc1ccccc1	4
O=C(COc1ccc(Cl)cc1)Nc1ccc2oc(-c3ccncc3)nc2c1	-33
N#Cc1nc(-c2cccs2)oc1N1CCN(c2ccccc2)CC1	8
CCCCn1c(=NC(=O)c2ccc3c(c2)OCO3)c(C#N)cc2c(=O)n3cccc(C)c3nc21	5
Fc1ccc2[nH]c3c(N4CCSCC4)ncnc3c2c1	-8
COC(=O)c1c(C(=O)OC)n(CCCN)c2ccc(C)cc12	6
CCCCC(c1nnnn1CC1CCCO1)N1CCN(c2cccc(C)c2C)CC1 (stereo unspecified)	4
C=CCc1c(C)nc2c(C(=O)O)cnn2c1C	3
COc1ccc(N(Cc2cc3cc(OC)ccc3[nH]c2=O)S(C)(=O)=O)cc1	4
CCOC(=O)c1sc(NC(=O)CSc2n[nH]c(-c3ccccc3)n2)c(C#N)c1C	-11
Cc1cc2c(=O)n(CC(=O)N3CCN(c4ccc(F)cc4)CC3)cnc2s1	5
N#Cc1c(NCCN)nc(NCc2ccccc2)c2c1CCN(Cc1ccccc1)C2	0
COC(=O)CCc1nc2ccccc2[nH]c1=O	8
CCOC(=O)c1ccc(Oc2c(C)oc3c(CN4CCN(C)CC4)c(O)ccc3c2=O)cc1	25
CCOC(=O)c1cc2c(=O)n3ccccc3nc2n(Cc2ccco2)c1=NC(=O)c1cccnc1	-11
Cc1ccc(-n2ncc3c(NCCCOC(C)C)ncnc32)c(C)c1	4
